Screening results as filed in PubChem.
TrxR1 inh – qHTS Assay for Inhibitors of Mammalian Selenoprotein Thioredoxin Reductase 1 (TrxR1): qHTS; Thioredoxin reductase 1, cytoplasmic (Rattus norvegicus), O89049; recombinant rTrxR1, NADPH fluorescence consumption, selenite substrate; Potency, µM (top dose mostly 114 µM), for the others: top-dose activity change, negative = inhibition, actives largely listed as inhibitors; 1% of 390,000 active; note: potency is the fitted concentration of half-maximal effect; % is set by controls: 0 for no effect and ±100 for the full control effect; nearly all actives have a fitted effect of over 65% in size
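Rat TrxR1 (90 nM in the dispensed reagent) was pre-reduced with 400 uM NADPH for 5 min at room temperature, then incubated with compound for 15 min. After 400 uM selenite was added, NADPH fluorescence (Ex 340/Em 450 nm) was followed for 8 min.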
Pin1 inhibitor – qHTS Assay to Find Inhibitors of Pin1; 0.009% of 390,000 active; Peptidyl-prolyl cis-trans isomerase NIMA-interacting 1 (Homo sapiens), Q13526; Pin1 FP peptide displacement, HiFluor488, 10 min; Potency, µM (top dose mostly 115 µM), for inactives: top-dose activity, negative = inhibition, usual class: inhibitors; active = well fitted inhibition curve with a large enough effect in the polarisation, with a control signal flat, not every such curve was filed as active; inconclusive = small, poorly fitted or top-dose-only effect, or effect the other way, or a change in a side signal; inactive = no such curve, though single readings can be large or run the other way; the % refers to the polarisation; note: potency is the fitted concentration of half-maximal effect; % is set by controls: 0 for no effect and ±100 for the full control effect
Target sequence (Q13526 whole entry, looked up): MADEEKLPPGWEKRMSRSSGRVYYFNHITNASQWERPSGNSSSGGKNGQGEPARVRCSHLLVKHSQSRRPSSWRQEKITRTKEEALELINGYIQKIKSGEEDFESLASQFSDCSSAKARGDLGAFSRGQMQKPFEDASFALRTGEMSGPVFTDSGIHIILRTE
TrxR1 substrate – qHTS Assay for Substrates of Mammalian Selenoprotein Thioredoxin Reductase 1 (TrxR1): qHTS | Thioredoxin reductase 1, cytoplasmic (Rattus norvegicus), O89049 | purified TrxR1 substrate turnover, NADPH consumption readout | Potency, µM (series often up to 114 µM), for the others: top-dose activity change, negative = substrate turnover | 0.01% of 390,000 active; note: potency is the fitted concentration of half-maximal effect; % is set by controls: 0 for no effect and ±100 for the full control effect; nearly all actives have a fitted effect of over 50% in size
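Rat TrxR1, dispensed at 90 nM, was prereduced with 400 uM NADPH (final) for 5 min at ~22 deg C, then incubated with compound 15 min before 400 uM selenite. A first-read NADPH fluorescence drop versus no-compound background flagged substrates.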
TRHR PAM – qHTS for Small Molecule Agonists and Allosteric Enhancers of Human TRH Receptor: Primary Screen for Enhancers | enhancement, % at 2 µM | AID 493056, 2011 | 0.66% of 360,000 active | TRHR cells, fluo-8 calcium fluorescence, EC20 TRH enhancement | Thyrotropin-releasing hormone receptor (Homo sapiens), P34981; in the data active = enhancement above about 30%; note: 0% is about no effect
Target sequence (P34981 whole entry, looked up): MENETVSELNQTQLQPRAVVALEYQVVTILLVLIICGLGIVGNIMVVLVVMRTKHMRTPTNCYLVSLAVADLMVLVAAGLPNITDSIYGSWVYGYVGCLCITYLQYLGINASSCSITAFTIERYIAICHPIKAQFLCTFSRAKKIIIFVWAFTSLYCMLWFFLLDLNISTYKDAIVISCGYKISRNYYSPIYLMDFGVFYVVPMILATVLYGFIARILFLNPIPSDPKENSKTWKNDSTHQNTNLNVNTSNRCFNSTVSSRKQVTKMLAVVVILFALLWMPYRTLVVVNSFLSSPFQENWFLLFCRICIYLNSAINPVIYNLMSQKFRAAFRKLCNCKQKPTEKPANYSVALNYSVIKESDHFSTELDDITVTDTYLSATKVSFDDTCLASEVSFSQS
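TRHR-expressing cells loaded with fluo-8 calcium dye were read kinetically (ex 480/em 530) during compound addition, then stimulated with an EC20 of TRH (10 nM final). Enhancement of the Gq-mediated intracellular calcium response was scored.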
USP1 inh – Inhibitors of USP1/UAF1: Primary Screen; 0.23% of 390,000 active; Potency, µM (doses to about 57.1 µM), for inactives: top-dose activity change, negative = inhibition, actives largely listed as inhibitors; Ubiquitin carboxyl-terminal hydrolase 1 (Homo sapiens), O94782; recombinant USP1/UAF1, Ub-Rhodamine cleavage fluorescence; AID 743255, 2014; note: potency is the fitted concentration of half-maximal effect; % is set by controls: 0 for no effect and ±100 for the full control effect; nearly all actives have a fitted effect of over 60% in size; inactives centre near -12
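In this screen, compounds sit with the deubiquitinase complex (1nM) for 15 min at room temperature before Ub-Rho is added at 150nM final. Fluorescence rise is then followed for 6 reads every 60 seconds.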
IDH1 R132H inh – qHTS for Inhibitors of mutant isocitrate dehydrogenase 1 (IDH1): qHTS. Potency, µM (doses to about 76.6 µM), for inactives: at the top dose activity change, negative = inhibition, usual class: inhibitors. 0.093% of 390,000 active. IDH1-R132H enzyme, NADPH consumption, diaphorase/resazurin fluorescence. Isocitrate dehydrogenase [NADP] cytoplasmic (Homo sapiens), O75874; note: potency is the fitted concentration of half-maximal effect; % is set by controls: 0 for no effect and ±100 for the full control effect; nearly all actives have a fitted effect of over 65% in size
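IDH1-R132H (0.5 ug/mL dispensed) in pH 7.5 Tris buffer was preincubated 30 min with compound, then given a substrate mix of 0.016 mM NADPH and 2 mM alpha-KG for 80 min at room temperature; remaining NADPH was read by diaphorase/resazurin fluorescence.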
TRHR agonist – qHTS for Small Molecule Agonists and Allosteric Enhancers of Human TRH Receptor: Primary Screen for Agonists | 0.18% of 360,000 active | activation, % at 2 µM | TRHR cells, calcium flux fluo-8, FDSS agonist mode | AID 493084, 2011; in the data active = activation above about 30%; note: 0% is about no effect
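Steps: seed TRHR cells overnight; add fluo-8 no-wash Ca dye, RT 30 min–1.5 h; record 10 s baseline; pin-transfer compounds; monitor fluorescence 1 cycle/s for the agonist window. Calcium increases flag candidate agonists.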
D2 antag – HTS Assay for Allosteric Antagonists of the Human D2 Dopamine Receptor: Primary Screen for Antagonists; D(2) dopamine receptor (Homo sapiens), P14416; HEK293 TREx D2 cells, calcium flux, dopamine EC80; inhibition, % at 10 µM; 2% of 340,000 active; in the data active = inhibition above about 30%; note: 0% is about no effect
Target sequence (P14416 whole entry, looked up): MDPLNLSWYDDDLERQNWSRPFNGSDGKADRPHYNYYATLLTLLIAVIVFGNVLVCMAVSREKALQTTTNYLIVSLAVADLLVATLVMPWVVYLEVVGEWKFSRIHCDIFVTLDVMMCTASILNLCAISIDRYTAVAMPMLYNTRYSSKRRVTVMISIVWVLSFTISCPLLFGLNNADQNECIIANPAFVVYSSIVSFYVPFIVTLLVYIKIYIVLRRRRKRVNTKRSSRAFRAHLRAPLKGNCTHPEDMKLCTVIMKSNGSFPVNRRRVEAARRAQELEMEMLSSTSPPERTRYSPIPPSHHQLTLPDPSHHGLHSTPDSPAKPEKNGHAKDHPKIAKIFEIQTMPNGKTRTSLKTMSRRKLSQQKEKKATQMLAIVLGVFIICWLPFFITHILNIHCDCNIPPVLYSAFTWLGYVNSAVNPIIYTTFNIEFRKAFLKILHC
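In this primary screen, negative modulation is detected by tracking calcium flux after an EC80 dopamine challenge in inducible HEK293 T-REx D2 cells preexposed to test compound for 180 s.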
D2 agonist – HTS Assay for Allosteric Agonists of the Human D2 Dopamine Receptor: Primary Screen for Agonists; HEK293 T-REx D2 cells, calcium flux agonist mode; activation, % at 2 µM; 0.53% of 340,000 active; AID 485358, 2010; D(2) dopamine receptor (Homo sapiens), P14416;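 active = activation over 3 SD above normal in the single-dose calcium agonist read, cut at about 30% in these data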; note: 0% is about no effect
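Agonism scored from kinetic calcium signal (1 read/sec, 180 s) following compound pin transfer, after a 10 s baseline. Cells: HEK293 Trex line expressing inducible D2 receptor coupled to calcium, dye-loaded after overnight culture at 30 C.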
* marks the source's active call; other numbers are inactive results; ? = inconclusive; nt = no result given; [ ] = dose if it differs, or a comment. Unless noted, calls come from the whole dose curve; as a rule, active = well fitted inhibition curve with a large enough effect; inconclusive = small, poorly fitted or top-dose-only effect; inactive = no such curve, though single readings can be large or run the other way. An excerpt (hit frequency here may not be typical).

SMILES	TrxR1 inh	Pin1 inhibitor	TrxR1 substrate	TRHR PAM	USP1 inh	IDH1 R132H inh	TRHR agonist	D2 antag	D2 agonist
CCCCn1c(/N=C/c2ccc(N(C)C)cc2)nc2ccccc21	-1%	?	-7%	5	-27%	10%	5.2	-23	1.4
COc1cc(C2c3c(-c4ccccc4O)n[nH]c3C(=O)N2Cc2ccco2)ccc1OCC(C)C (stereo unspecified)	8%	10%	-3%	13	-8%	?	-0.7	nt	-0.2
O=C(COC(=O)COc1ccc(Cl)cc1Cl)NC1CCS(=O)(=O)C1 (stereo unspecified)	14%	9%	5%	nt	-5%	-4%	nt	nt	nt
CCOC(=O)c1oc2c(c1C)-c1nn(Cc3cccc(Cl)c3)cc1CC2	28%	32%[activator]	15%	-4	-14%	nt	0.7	nt	1.3
C=CCn1c(-c2cccc(OC)c2)nc2nc3ccccc3nc21	38%[activator]	2%	17%	-4	-11%	7%	-0.9	19	-0.6
O=C(CN1C(=O)NC2(CCOc3ccccc32)C1=O)NCc1ccccc1 (stereo unspecified)	23%[11.4 µM]	-7%	11%[57.1 µM]	nt	1%	-2%	nt	nt	nt
COc1ccc(C=O)cc1COc1ccc2c(c1)OCO2	-2%[57.1 µM]	1%	-3%[57.1 µM]	-4	-18%	9%	-0.2	-2	0.1
Cc1nc2sccn2c(=O)c1S(=O)(=O)NC(C)c1ccccc1 (stereo unspecified)	-11%[57.1 µM]	0%	8%[57.1 µM]	9	-1%	4%	0.2	-7	0.4
O=C1CCc2cc(S(=O)(=O)NCCC(=O)NC3CCN(Cc4ccccc4)CC3)ccc2N1	9%	0%	5%	6	-9%	0%	-0.1	-12	0.0
Cc1ccc(C(=O)NCCc2nnc(SCC(=O)Nc3nc(-c4ccccc4)cs3)n2C)cc1	13%	7%	0%	-3	-13%	8%	-0.1	0	-0.2
NC(=O)c1ccsc1NC(=O)c1cccs1	0%	?	-3%	nt	5%	22%	nt	nt	nt
CC(=O)Nc1ccc(Nc2nc(Cl)nc(Nc3ccc(NC(C)=O)cc3)n2)cc1	29%[57.1 µM]	6%	3%[57.1 µM]	10	-10%	2%	0.3	3	-0.2
O=S(=O)(Nc1ncn[nH]1)c1ccc2ccccc2c1	10%	-9%	5%[57.1 µM]	5	-2%	2%	0.5	-11	0.4
COc1cc(/C=N/Nc2ccc(C(F)(F)F)cn2)cc(OC)c1O	9%	-5%	-7%	-5	-11%	-6%	0.0	11	6.0
O=C(/C=C/c1ccco1)OCc1nnc(-c2ccc(Cl)cc2)o1	-55%	19%	-16%[57.1 µM]	2	-14%	4%	0.5	-5	-1.5
CCOC(=O)c1[nH]c(CSc2nnc(-c3ccncc3)n2CCOC)c(C(=O)OCC)c1C	5%	-5%	11%[57.1 µM]	-4	5%	2%	-1.3	8	0.3
CSc1nccc(Oc2cncc(Cl)c2)n1	7%[57.1 µM]	11%	7%[57.1 µM]	-4	-10%	-2%	-0.5	11	-0.6
Cc1cc(C)cc(NS(=O)(=O)c2ccc3[nH]cc(C(=O)NCc4ccccc4Cl)c(=O)c3c2)c1	20%[57.1 µM]	21%	-11%[57.1 µM]	-2	?	-10%	1.0	nt	0.2
CS(=O)(=O)N1CCC(Oc2ccccc2C(=O)N2CCC[C@H]2CO)CC1	17%	1%	3%	4	-5%	19%	0.0	-9	1.2
CC(C)OP(=O)(OC(C)C)C1(O)C(=O)Nc2ccccc21 (stereo unspecified)	?	-6%	-3%[11.4 µM]	-4	6%	2%	-0.5	21	0.4
COc1ccccc1CNC(=O)C1CCN(c2nc3ccccc3o2)CC1	21%	3%	12%	14	-12%	8%	-0.4	10	-0.1
O=C(c1ccc(Br)cc1)C1CCc2occc2C1=O (stereo unspecified)	-16%	-1%	0%	-3	-3%	2%	-1.9	10	0.1
Cn1cc(CCNC(=O)CC2C(=O)NCCN2CC(c2ccccc2)c2ccccc2)cn1 (stereo unspecified)	0%	?	5%	16	-28%	-11%	0.3	-7	0.2
COc1ccc(/C=C2\C(=O)NC(=S)N2C(=O)c2ccc(C)cc2)cc1	-1%	207%[activator]	-10%	-4	?	4%	3.1	-9	1.5
Cc1ccc(CNCc2cccnc2)cc1	-34%	-1%	-2%	-3	-21%	2%	0.5	nt	nt
COc1ccc(NC(=O)C2CC(=O)N(Cc3ccc(C)cc3)C2)cc1S(=O)(=O)N1CCCCC1 (stereo unspecified)	7%	-2%	1%	-5	-13%	9%	0.2	43*	0.0
CC1(C)O[C@@H]2[C@H](O1)[C@@H](CO)O[C@H]2n1cc(Br)c(=O)[nH]c1=O	-4%	-2%	2%	nt	-2%	-11%	nt	nt	nt
C/C(=N\NC(=O)CCn1nnc2ccccc21)c1cccs1	6%	-5%	-6%	-4	-4%	-7%	-0.1	7	-0.6
COc1cc(OC)c(NC(=O)N2CCc3c([nH]c4ccccc34)C2c2ccccc2F)cc1Cl (stereo unspecified)	17%	26%	-3%	5	-4%	-19%	0.1	nt	nt
COCCNC(=O)c1c(N)n(-c2ccccc2)c2nc3ccccc3nc12	72%[activator]	-2%	389%[activator]	1	?	2%	-0.2	-5	-0.3
c1ccc(-n2nnnc2SCc2cccc3nsnc23)cc1	-4%	5%	-9%	-7	-7%	5%	-0.1	23	0.4
CCc1n[nH]c(=S)n1/N=C/c1ccc2c(c1)OCO2	-18%	-2%	-1%	-1	-9%	9%	-0.3	-4	1.2
CC(NC(=O)C(=O)NCCC1=CCCCC1)c1ccccc1 (stereo unspecified)	-7%	5%	-9%	-3	2%	4%	-0.4	0	-1.1
CCCCn1c(=N)n(CC(O)COc2cccc(C)c2)c2ccccc21 (stereo unspecified)	5%	-1%	3%	-2	-14%	9%	0.3	6	0.6
O=C(CCc1nnc(Cc2ccc3c(c2)OCO3)o1)NCc1nc2ccccc2s1	-23%	7%	9%	0	-25%	7%	0.1	1	0.4
CCNC(=O)O/N=C(\C)c1sc(-c2ccc(Cl)cc2)nc1C	14%[57.1 µM]	-1%	-6%	-5	-19%	2%	0.0	-6	1.0
CC(C)C[C@H](CO)Nc1nc(N(C)c2cccc(Cl)c2)c2ncn(C(C)C)c2n1	-7%	0%	-2%[57.1 µM]	1	-21%	6%	-0.1	-9	0.4
CCCCC1(COC(=O)CCC(=O)O)C(=O)N(c2ccccc2)N(c2ccccc2)C1=O	18%	-5%	4%	-2	1%	-4%	0.0	4	-0.2
O=c1oc(Nc2ccccc2Cl)nc2ccccc12	30%	3%	12%	0	-21%	5%	1.0	3	1.3
Cc1occc1C(=O)N/N=C/c1ccc(N(C)C)cc1	11%[57.1 µM]	-7%	7%[57.1 µM]	3	-22%	7%	0.1	-5	0.0
CCCOC(=O)C1C2C=CC3(CN(c4cccc(Cl)c4)C(=O)C13)O2 (stereo unspecified)	4%[57.1 µM]	-1%	11%[57.1 µM]	-1	-19%	-8%	-0.2	3	1.6
CCOC(=O)c1c(C)[nH]c(C)c1C(=O)COC(=O)/C=C/c1ccc(OC)cc1	0%	-5%	-10%	2	-15%	6%	-0.9	-4	-1.0
COc1cccc(CN2CC(C(=O)N(C)Cc3ccc(C)cc3)CCC2=O)c1 (stereo unspecified)	2%	-5%	0%	-1	-27%	0%	-0.8	2	-0.8
CCc1nc(SCC(=O)Nc2nnc(CC(C)C)s2)n[nH]1	-2%[57.1 µM]	2%	-1%[57.1 µM]	6	-24%	-10%	0.3	4	3.7
CCN(CC)CCCNC(=O)c1ccc(CS(=O)(=O)c2ccccc2OC)o1	30%	-1%	10%	5	-20%	3%	-0.4	14	-0.3
CC(=O)OCc1ccccc1Sc1ccccc1C(=O)NCc1ccccc1	18%	-5%	-15%[57.1 µM]	3	?	6%	-0.4	-17	-0.7
CCOc1ccccc1C(=O)N[C@H](C(=O)OCc1cc(=O)oc2cc(C)ccc12)C(C)C	15%	30%[activator]	3%	2	-12%	4%	0.2	2	-0.2
O=C(CC1COc2ccccc2O1)NC1CCCCC1 (stereo unspecified)	2%	-3%	-2%	2	-2%	1%	-0.1	nt	nt
COc1ccc(/C=C2\CCn3c2nc2cc(C(=O)O)ccc2c3=O)cc1	-8%	-5%	-12%	7	-17%	8%	0.3	23	4.1
COc1cc(Br)cc(CNc2ccc(F)c([N+](=O)[O-])c2)c1O	29%	?	-4%	2	-21%	-2%	-0.9	22	1.1
COc1ccc(CCNC(=O)c2ccccc2NC(=O)C2=C(C)OCCS2)cc1OC	12%	-8%	5%	5	-17%	6%	0.6	-17	0.4
O=C1OCCC1Sc1ncnc2sc3c(c12)CCC3 (stereo unspecified)	-3%	-1%	-3%	-4	-11%	2%	-0.5	nt	nt

Whole records, looked up by structure.
`COc1ccc(CCNC(=O)c2ccccc2NC(=O)C2=C(C)OCCS2)cc1OC` in the list: TrxR1 inh: 12%; Pin1 inhibitor: -8%; TrxR1 substrate: 5%; TRHR PAM: 5; USP1 inh: -17%; IDH1 R132H inh: 6%; TRHR agonist: 0.6; D2 antag: -17; D2 agonist: 0.4
`COc1ccc(/C=C2\CCn3c2nc2cc(C(=O)O)ccc2c3=O)cc1` in the list: TrxR1 inh: -8%; Pin1 inhibitor: -5%; TrxR1 substrate: -12%; TRHR PAM: 7; USP1 inh: -17%; IDH1 R132H inh: 8%; TRHR agonist: 0.3; D2 antag: 23; D2 agonist: 4.1
